Source: PubChem BioAssay (several laboratories)
Ecoli viability = reduces bacterial viability in AddAB counter-screen. hit rate 0.27% among 330,000. E. coli V3065 growth, OD600 absorbance, 18 h. inhibition, % at 11.9 µM. AID 449728;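 active means inhibition above the campaign's mean inhibition across all tested compounds plus 3 SD, cut at about 9.9% in these data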;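 further: uninfected addAB+ strain grown without phage in ampicillin broth; 0% = DMSO wells and 100% = ciprofloxacin 0.95 µg/ml wells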
PKA-R2B act = activates the human PKA-R2B holoenzyme complex; P22694+P31323; PKA-R2B holoenzyme dissociation, Cy5-IP20 fluorescence polarization; R2B truncated from residue 108, S112A mutant; 0% DMSO only, 100% 113 µM cGMP; activation, % at 11.4 µM; hit rate 0.079% among 340,000; AID 504700;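 active means activation above a cutoff set at the mean over all compounds plus 3 SD, cut at about 18% in these data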;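 further: higher means more holoenzyme dissociation and a rise in polarization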
Target sequence (P31323 whole entry, looked up, other chains not shown, the tested form may be a part): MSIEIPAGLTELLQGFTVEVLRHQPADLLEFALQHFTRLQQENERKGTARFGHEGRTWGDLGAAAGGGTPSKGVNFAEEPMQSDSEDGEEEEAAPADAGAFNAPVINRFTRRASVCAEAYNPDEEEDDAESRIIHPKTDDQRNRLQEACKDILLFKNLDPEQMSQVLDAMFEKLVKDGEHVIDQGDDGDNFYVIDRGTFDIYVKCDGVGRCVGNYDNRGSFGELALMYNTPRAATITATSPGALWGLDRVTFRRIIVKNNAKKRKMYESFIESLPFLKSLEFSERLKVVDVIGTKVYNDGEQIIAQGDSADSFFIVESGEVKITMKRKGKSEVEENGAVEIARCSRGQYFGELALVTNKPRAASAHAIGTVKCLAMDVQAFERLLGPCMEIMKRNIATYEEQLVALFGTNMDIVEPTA
phage Ecoli inh = E. coli growth loss with phage present. inhibition, % at 11.9 µM. growth absorbance. hit rate 0.26% among 360,000. AID 651602; in the data active means inhibition above about 11%
HTR5A inv ag = inverse agonist of human HTR5A in OPRM1-OPRD1 counter-screen. HTR5A cell line, luminescence, inverse agonism. P47898. inhibition, % at 9.3 µM. AID 504634. hit rate 0.083% among 340,000; in the data active means inhibition mostly above about 23%, no sharp cut-off; inactive means mostly below about 18%;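 further: 0% = cells with DMSO and 100% = no-cell wells with DMSO; some compounds called inactive have numbers as strong as hits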
Target sequence (P47898 whole entry, looked up): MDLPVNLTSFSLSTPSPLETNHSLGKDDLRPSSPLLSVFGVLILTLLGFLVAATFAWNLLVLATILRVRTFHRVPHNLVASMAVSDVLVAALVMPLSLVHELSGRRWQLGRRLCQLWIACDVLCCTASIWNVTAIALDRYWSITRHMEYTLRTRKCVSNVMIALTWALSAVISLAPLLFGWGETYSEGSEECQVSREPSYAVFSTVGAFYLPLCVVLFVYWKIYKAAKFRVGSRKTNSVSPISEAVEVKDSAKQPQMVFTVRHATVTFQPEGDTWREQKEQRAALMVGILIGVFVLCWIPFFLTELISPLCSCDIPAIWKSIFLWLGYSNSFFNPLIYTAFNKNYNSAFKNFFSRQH
PKA-R1A act = PKA-R1A complex activation. PKA-R1A dissociation, Cy5-IP20 fluorescence polarization; scaled: DMSO 0%, 113 µM cGMP 100%. activation, % at 11.4 µM. hit rate 0.083% among 340,000. AID 504707;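 active means percent activation above the mean of all tested compounds plus 3 SD, cut at about 19% in these data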;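 further: higher means more PKAc released from R1A so a rise in polarization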
OPRM1-OPRD1 inv = mu-delta opioid heterodimer inverse agonism; AID 504357; inhibition, % at 9.3 µM; cell-based MOR-DOR heterodimer luminescence; hit rate 0.21% among 340,000; in the data active means inhibition above about 22%, passing the limit was not always enough;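 further: 0% = cells with DMSO and 100% = wells without cells with DMSO; values of inactives mirror those of a sister screen read the other way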
Tat export inh = E. coli Tat transport inhibition. E. coli MC4100 TorA-mCherry Tat export, fluorescence. inhibition, % at 10 µM. hit rate 0.036% among 340,000. AID 488895;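 active means mean replicate inhibition at least 50% and at least half of replicates individually reaching 50%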;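 further: exported cargo escapes ClpAP degradation while cytoplasmic cargo is degraded and loses fluorescence; 0% = median of neutral control wells and 100% = median of NaSCN control wells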
OPRM1-OPRD1 ag = OPRM1-OPRD1 heterodimerization agonism; P35372+P41143; cells, luminescence; activation, % at 9.3 µM; hit rate 0.3% among 340,000; AID 504326; in the data active means activation above about 18%;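 further: 0% = vehicle-treated cells and 100% = reference agonist; values of inactives mirror those of a sister screen read the other way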
PfHsp90 yeast 2 = inhibits growth of yeast expressing Plasmodium falciparum Hsp90. S. cerevisiae expressing PfHsp90, BacTiter-Glo ATP, 48 h; yeast lacking PDR1 and PDR3 efflux regulators. hit rate 0.32% among 310,000. AID 504621. inhibition, % at 9.4 µM;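 active means every replicate shows inhibition above about 80%, whatever the replicate mean, limit read from the data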;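 further: 0% = DMSO neutral controls and 100% = 20 µM radicicol positive controls; yeast relying on Plasmodium falciparum Hsp90 in place of its own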
Mot1-301 SUMO = inhibitors of SUMOylation pathway: yeast Mot1-301 growth rescue. S. cerevisiae Mot1-301 growth rescue, ATP luminescence, 38.5C; percent above DMSO median, 100 means doubled. growth rescue, % at 18.8 µM. hit rate 1% among 320,000. AID 2716;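 active means every valid replicate shows activation above 250% relative to neutral control wells; inactive means the rest, any valid replicate at or below 250%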;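 further: OY570 slx delta 5 strain wells were the positive control but not used for scaling; some compounds called inactive have numbers as strong as hits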
AddAB inh = less growth of phage-infected E. coli with AddAB; E. coli expressing H. pylori AddAB, absorbance growth; inhibition, % at 11.9 µM; hit rate 0.29% among 330,000; in the data active means inhibition above about 12%;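 further: 0% = vehicle wells of infected cells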
An asterisk follows results filed as active; nt = no result given.

SMILES | Ecoli viability | PKA-R2B act | phage Ecoli inh | HTR5A inv ag | PKA-R1A act | OPRM1-OPRD1 inv | Tat export inh | OPRM1-OPRD1 ag | PfHsp90 yeast 2 | Mot1-301 SUMO | AddAB inh
O=C(NCc1ccc2c(c1)OCO2)c1ccc(COc2cc(Cl)ccc2Cl)o1 | 2.5 | -5 | 2.6 | 16 | 2 | -9 | 16 | 2.0 | nt | 170 | 5.4
Cc1ccc(NC(=O)CSCC(=O)Nc2ccccc2C(=O)NC2CC2)cc1 | nt | -17 | 4.4 | 3 | -2 | -4 | -13 | 0.6 | 7 | nt | nt
Cc1ccc(C)c(OCC(=O)N(Cc2ccccc2)c2c(N)n(Cc3ccccc3)c(=O)[nH]c2=O)c1 | nt | 5 | 2.6 | -15 | -10 | 11 | -2 | -2.6 | -15 | nt | nt
Cc1cc(C)c2c(c1)OC(=O)CC2c1ccc2c(c1)OCO2 (centres undefined) | 0.5 | -6 | 0.4 | -4 | -13 | 6 | 10 | -1.2 | -6 | nt | -0.1
CCCCCC(=O)NC(CC(=O)OC)c1ccc2c(c1)OCO2 (centres undefined) | -1.7 | -3 | 2.2 | -6 | -1 | 11 | -4 | -2.0 | -40 | -8 | -0.5
CC(=O)Oc1ccc2c(c1)Oc1cc(OC(C)=O)ccc1C21OC(=O)c2ccccc21 | 0.6 | -9 | nt | 7 | -14 | -20 | 2 | 3.8 | 1 | -12 | 0.8
COc1cc(OC)cc(-c2nc3ccccc3c(=O)n2OC(=O)c2ccccc2C)c1 | -0.9 | -5 | 4.1 | -36 | -6 | -38 | -18 | 7.5 | -18 | 0 | 0.0
CSc1nc(-c2ccc(C)cc2)nc(C(Cl)Cl)n1 | -0.7 | 8 | nt | 17 | 0 | -2 | -5 | 0.4 | nt | nt | 2.3
Cc1c(C)n2c(SCC(=O)N3CCCCCC3)nnc2[nH]c1=O | 1.5 | -5 | 1.8 | 4 | 5 | 14 | 8 | -2.8 | 17 | -3 | 3.4
CC(C)C(=O)Nc1sc2c(c1-c1nc3ccccc3[nH]1)CCCC2 | -1.9 | 4 | 3.7 | -6 | 5 | -10 | -5 | 1.7 | -13 | 83 | -2.6
CCCc1cc(=O)oc2c(C)c(OCC(=O)NCc3ccccn3)ccc12 | -0.8 | 1 | 1.4 | -3 | 6 | 10 | -2 | -1.8 | 7 | 10 | 3.2
Cc1ccc(NC(=O)CSc2ccc(C(N)=O)cc2[N+](=O)[O-])cc1C | 0.0 | -7 | 2.4 | 17 | -2 | 16 | 9 | -3.4 | 14 | 2 | 1.2
CC1(C)NC(=O)N(CC(=O)N2CCN(c3cccc(Cl)c3)CC2)C1=O | 1.2 | 12 | nt | -21 | -1 | 14 | 4 | -3.5 | 9 | -1 | 3.0
CC(=O)OCC1OC(COC(C)=O)(c2ccc(C)cc2)C(OC(C)=O)C1OC(C)=O (centres undefined) | nt | -12 | 1.5 | 6 | -1 | 11 | 5 | -2.4 | -26 | nt | nt
C=CCNc1ncnc2sc(SC)nc12 | -1.5 | 1 | -4.0 | -4 | 6 | 5 | -1 | -0.9 | 2 | -10 | -0.4

The closing 2 entries of the section above come first, to join the parts:
SMILES | Ecoli viability | PKA-R2B act | phage Ecoli inh | HTR5A inv ag | PKA-R1A act | OPRM1-OPRD1 inv | Tat export inh | OPRM1-OPRD1 ag | PfHsp90 yeast 2 | Mot1-301 SUMO | AddAB inh
CC(=O)OCC1OC(COC(C)=O)(c2ccc(C)cc2)C(OC(C)=O)C1OC(C)=O (centres undefined) | nt | -12 | 1.5 | 6 | -1 | 11 | 5 | -2.4 | -26 | nt | nt
C=CCNc1ncnc2sc(SC)nc12 | -1.5 | 1 | -4.0 | -4 | 6 | 5 | -1 | -0.9 | 2 | -10 | -0.4
Cc1cnc(C(=O)N(CC(C)C)c2c(N)n(CC(C)C)c(=O)[nH]c2=O)cn1 | nt | -12 | nt | -5 | -12 | 2 | 4 | -0.3 | nt | nt | nt
CCNC(=S)NNC(=O)c1ccccc1OC(F)F | -0.5 | 2 | 3.7 | 20 | 3 | 6 | 5 | -1.1 | 9 | -10 | 2.0
O=C(OCC(=O)N1CCN(c2ccccc2)CC1)c1cccc([N+](=O)[O-])c1 | 0.3 | -10 | 4.3 | 23 | -13 | 7 | 7 | -1.2 | nt | 5 | 2.7
CCCOc1ccc(N/C=C/C(=O)c2cc(OC)c(OC)c(OC)c2)cc1 | -0.4 | 3 | -0.8 | -1 | -12 | 10 | -3 | -2.1 | 10 | -1 | 0.7
O=c1[nH][nH]c(C(F)(F)F)c1/C=N/N1CCOCC1 | 0.4 | -1 | 6.0 | -3 | 8 | 14 | -1 | -3.0 | 5 | 0 | 0.8
Cc1ccc(-c2cc(C(=O)Nc3nn[nH]n3)c3ccccc3n2)cc1 | 1.2 | -9 | 2.2 | -8 | 1 | 0 | 6 | 0.1 | -31 | -17 | 0.4
CCOCCCNCC(=O)NCC1CCCCC1 | -1.2 | -1 | 2.0 | 8 | -5 | 7 | -2 | -1.4 | -11 | -2 | 1.2
C=CCSc1nc(C)cc(C(=O)OCC)c1C#N | -1.4 | -4 | 2.9 | 17 | -3 | 6 | 1 | -1.2 | -14 | 10 | 1.1
CCNc1sc(S(C)(=O)=O)nc1S(=O)(=O)c1ccc(Cl)cc1 | 0.1 | -2 | 3.0 | -20 | 4 | 14 | 9 | -2.9 | 11 | 9 | 0.7
COc1cc(/C=N/Nc2nc(Nc3ccccc3)nc(N3CCCCC3)n2)ccc1OCC(=O)O | -4.4 | 1 | 2.0 | 15 | 2 | 9 | 0 | -1.4 | 18 | -12 | -3.3
CC(C)c1cccc(C(C)C)c1OC(=O)[C@H]1OC(c2ccc(Br)cc2)=C[C@@H]1c1ccc(Br)cc1 | 2.5 | -5 | 3.1 | -17 | 6 | -29 | -1 | 5.0 | -18 | 3 | 3.7
Cn1c(=N)n(CC(O)c2ccco2)c2ccccc21 (centres undefined) | 2.5 | -10 | 3.5 | 5 | 2 | 2 | -5 | -0.3 | -1 | nt | -0.3
Cc1cccc(NC(=O)c2nc[nH]c2C(=O)NCCCCNC(=O)c2[nH]cnc2C(=O)Nc2cccc(C)c2)c1 | -0.6 | -10 | 2.5 | -22 | -21 | 10 | 1 | -1.6 | -19 | 42 | 2.6
CNC(=O)c1c(NC(=O)C2=COCCO2)sc2c1CCC(C)C2 (centres undefined) | -2.0 | -1 | 1.9 | -8 | -7 | -4 | -4 | 0.8 | -25 | 123 | -1.8
O=C(Nc1ccccc1)c1cc2ccccc2s1 | nt | 7 | 1.5 | -10 | -5 | -8 | -2 | 1.6 | 12 | nt | nt
CCN(CC)S(=O)(=O)c1ccc(C)c(NC(=O)CSc2nc3ccc(C)cc3[nH]2)c1 | 1.6 | -7 | 2.1 | -19 | -5 | -18 | -3 | 3.4 | 17 | 7 | 4.1
NC(=O)c1cc2ccccc2o/c1=N\NC(=O)c1ccccc1O | 1.5 | 3 | 2.2 | 12 | 0 | 17 | 4 | -3.9 | 0 | -5 | -0.1
O=C(CNC(=S)N(CCCN1CCOCC1)Cc1cccs1)N1CCCCCC1 | -1.0 | -7 | -1.7 | 15 | -2 | 3 | -3 | -0.7 | -2 | -14 | 0.6
COC(=O)Cn1c(=NC(=O)CSCC(=O)Nc2cc(C)on2)sc2ccccc21 | 1.4 | 2 | 1.3 | 13 | -6 | 11 | -2 | -1.9 | 8 | 242 | -2.2
COc1cccc(NC(=O)Nc2ccc3c(c2)nnn3C)c1 | 0.9 | 3 | 1.7 | -7 | -3 | 10 | 6 | -2.1 | -6 | 18 | 3.2
COc1cc(O)c(C(CCN2CCCC2)c2ccc3c(c2)OCO3)c(OC)c1 (centres undefined) | 0.2 | -3 | 0.8 | 5 | -6 | 10 | 7 | -1.8 | nt | 4 | 3.4
c1ccc(CCSc2ncnc3nc[nH]c23)cc1 | 3.0 | -1 | -0.2 | 1 | -2 | -11 | 12 | 1.6 | -21 | 7 | 1.0
CC(=O)N1CCc2cc(S(=O)(=O)CCC(=O)N3CCc4ccccc4C3)ccc21 | 2.4 | 1 | -1.7 | -3 | -12 | -2 | -13 | 0.4 | nt | -14 | 3.1
O=C(Nc1nnc(Cc2ccc(Cl)cc2)s1)C1CCCO1 (centres undefined) | 0.4 | -9 | 4.5 | 10 | 1 | -1 | -5 | 0.2 | -3 | 81 | 2.5
CCCCNC(=O)CCC(=O)Nc1ccc2nc(N3CCN(C)CC3)cc(C)c2c1 | -1.0 | -1 | 3.1 | -5 | -7 | 0 | -12 | 0.0 | 8 | 8 | -0.3
Cc1ccc(/C=C/C(=O)OC(C)C(=O)NC2CCCCC2C)o1 (centres undefined) | -0.3 | -9 | 1.9 | 10 | -5 | 7 | 6 | -1.1 | -7 | 11 | 0.7
N/C(=N\OC(=O)c1ccco1)c1ccccc1 | 1.9 | 6 | 0.3 | 15 | -3 | -9 | -3 | 2.0 | -17 | 397 | -0.7
CN(C)S(=O)(=O)c1cccc(NC(=O)c2ccc3nccnc3c2)c1 | -4.3 | -6 | 3.3 | 4 | -1 | -10 | 26 | 2.0 | 9 | nt | 2.2
O=C(COC(=O)c1cc(F)cc(F)c1)NCCCc1ccccc1 | -3.4 | -6 | 0.4 | 0 | -6 | 13 | -2 | -2.5 | -21 | 9 | -1.6
O=C(Nc1ccon1)c1ccc(N2CCCCC2)c([N+](=O)[O-])c1 | 0.9 | -4 | 4.5 | 12 | -10 | 9 | 3 | -1.3 | 7 | 51 | 0.2
COCCCN1C(=O)C(O)=C(C(C)=O)C1c1ccccn1 (centres undefined) | 1.1 | -4 | -1.0 | -1 | 12 | 0 | -13 | 0.1 | -12 | -9 | 0.5
COc1cc2c(cc1O)C(Cc1ccc(O)cc1)[N+](C)([O-])CC2 (centres undefined) | -0.8 | -2 | 0.3 | 6 | 7 | 10 | -8 | -1.8 | 10 | 379 | 3.3
O=C(NCCC1=CCCCC1)C(=O)NCC(c1ccco1)N1CCN(c2ccccc2)CC1 (centres undefined) | -3.3 | -3 | 0.9 | 2 | -10 | 4 | -12 | -0.8 | -5 | -18 | -1.4
Cc1ccc(C)c(SCC(=O)OCC(=O)c2ccco2)c1 | -2.1 | -1 | 1.4 | 2 | -1 | 1 | 1 | -0.1 | -9 | -7 | 5.2
CCOC(=O)c1sc(NC(=O)c2cc3n(n2)C(C(F)(F)F)CC(c2ccccc2)N3)c(C(=O)OCC)c1C (centres undefined) | -0.9 | 3 | 2.3 | -6 | 5 | 3 | -5 | -0.5 | 18 | -20 | 2.4
CCn1c(=O)n(CC)c2cc(N3CCCC3)c(NC(=O)c3ccccc3OC)cc21 | -1.4 | -2 | 0.5 | -2 | -6 | 3 | -2 | -0.5 | -31 | 8 | 0.6
CN(C(=O)c1cccc(NC(=O)Cc2cccc(NC(=O)C3CCN(C(=O)c4ccccc4)CC3)c2)c1)C1CC1 | nt | -2 | -0.8 | -31 | -11 | 4 | -4 | -0.9 | -23 | nt | nt
COc1cccc(CN(C)CC(=O)NCc2ccc(C)cc2)c1 | -2.6 | -11 | 1.6 | 11 | 3 | 15 | -1 | -3.3 | -6 | 1 | -4.0
CC=CC1OCC(CC)C(CCC)O1 (centres undefined) | nt | 8 | 0.6 | 2 | 3 | 2 | 28 | -0.3 | nt | nt | nt
